# Assay outcomes: PubChem BioAssay, National Center for Advancing Translational Sciences (NCATS)
# POLK inh: blocks human DNA polymerase kappa activity. Q9UBT6. purified Pol kappa, fluorescent DNA synthesis assay, 10 min. Potency, µM (top dose mostly 107 µM), for the others: at the highest dose activity, negative = inhibition, actives largely listed as inhibitors. 400,000 compounds, 0.53% hits. AID 588579; note: % is set by controls: 0 for no effect and ±100 for the full control effect
#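 Fluorescent qHTS in 1536-well format: enzyme (10 nM) and compound sat 15 min at room temperature before 50 nM substrate (final) was added. Signal taken at 0 and 10 min; no-enzyme buffer wells were negative controls.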
# POLH inh: blocks human DNA polymerase eta activity | recombinant Pol eta, fluorescent DNA replication assay | 390,000 compounds, 1.2% hits | Potency, µM (top dose mostly 114 µM), for inactives: at the highest dose activity change, negative = inhibition, actives largely listed as inhibitors; note: % is set by controls: 0 for no effect and ±100 for the full control effect
# Target sequence (Q9Y253 whole entry, looked up): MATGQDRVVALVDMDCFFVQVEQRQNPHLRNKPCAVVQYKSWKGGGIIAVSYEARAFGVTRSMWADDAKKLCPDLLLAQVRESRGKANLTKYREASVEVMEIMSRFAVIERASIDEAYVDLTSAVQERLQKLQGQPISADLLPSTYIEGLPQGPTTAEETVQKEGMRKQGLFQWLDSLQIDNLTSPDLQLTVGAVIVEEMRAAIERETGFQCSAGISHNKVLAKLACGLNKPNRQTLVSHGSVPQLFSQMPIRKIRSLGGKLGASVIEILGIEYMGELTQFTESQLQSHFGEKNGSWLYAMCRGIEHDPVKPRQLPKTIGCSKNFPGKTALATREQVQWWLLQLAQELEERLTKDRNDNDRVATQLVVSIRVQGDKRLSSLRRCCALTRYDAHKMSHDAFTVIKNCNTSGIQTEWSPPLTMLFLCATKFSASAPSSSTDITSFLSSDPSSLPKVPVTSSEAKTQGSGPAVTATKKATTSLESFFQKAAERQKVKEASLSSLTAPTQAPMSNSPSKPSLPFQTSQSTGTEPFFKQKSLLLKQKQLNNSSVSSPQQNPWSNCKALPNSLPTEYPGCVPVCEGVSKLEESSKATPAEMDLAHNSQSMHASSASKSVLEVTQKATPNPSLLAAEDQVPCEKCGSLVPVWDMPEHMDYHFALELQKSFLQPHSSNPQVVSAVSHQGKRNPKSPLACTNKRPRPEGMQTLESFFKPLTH
#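 Pol eta (10 nM) was preincubated with compounds for 15 min at room temperature, after which fluorescent replication substrate (50 nM final) was added to start the reaction. Fluorescence was read kinetically at 0 and 10 min.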
# APEX1 inh: APE1 (human) endonuclease inhibition; Potency, µM (series often up to 65.8 µM), for inactives: at the highest dose activity change, negative = inhibition, hits mostly inhibitors; recombinant APE1, TAMRA/BHQ-2 abasic DNA cleavage fluorescence; 350,000 compounds, 0.35% hits; P27695; AID 2517;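 note: plate controls were vehicle for no effect and reference inhibitor for full effect; nearly all actives have a fitted effect of over 55% in size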
#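 APE1 at 0.75 nM final was preincubated with compound 15 min at room temperature, then 50 nM double-stranded THF abasic-site substrate (5'-TAMRA/3'-BHQ-2) was added. Fluorescence (ex 525/em 598 nm) was read kinetically; third-minus-first read gave activity.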
# G9a block: G9a (human) methyltransferase inhibition; Q96KQ7; G9a H3K9 monomethylation, AlphaScreen, 2 h; Potency, µM (titrated, usually from 102 µM), without a hit: at the highest dose activity, negative = inhibition, actives largely listed as inhibitors; 350,000 compounds, 8.8% hits; AID 504332; note: % is set by controls: 0 for no effect and ±100 for the full control effect; nearly all actives have a fitted effect of over 75% in size
#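 Using a bead-based AlphaScreen, monomethylated H3K9 product from 2 h room-temperature reactions (G9a 20 nM, peptide 500 nM, SAM 20 uM) was detected with 0.5 ug/mL rabbit anti-H3K9me1 antibody.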
# Pol beta inh: DNA polymerase beta (human) inhibition; P06746; Pol beta primer extension/strand displacement, fluorescence kinetic; Potency, µM (titrated, usually from 114 µM), inactives show top-dose activity change, negative = inhibition, usual class: inhibitors; 340,000 compounds, 1.3% hits; AID 485314; note: % is set by controls: 0 for no effect and ±100 for the full control effect
#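 Curves were derived by four-parameter Hill fits of normalized qHTS data. The kinetic fluorescent primer-extension read was taken at 0 and 10 min after 50 nM substrate, following a 15 min room-temperature preincubation of 10 nM enzyme with compounds.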
# BLM inh: blocks DNA unwinding by human BLM helicase. P54132. recombinant BLM DNA unwinding, fluorescence dequenching. Potency, µM (series often up to 56.1 µM), for the others: at the highest dose activity change, negative = inhibition, actives largely listed as inhibitors. 350,000 compounds, 0.2% hits;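 note: plate controls were vehicle for no effect and no enzyme for full effect; nearly all actives have a fitted effect of over 35% in size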
# Apoferritin bind: binds horse apoferritin like a general anesthetic | 350,000 compounds, 0.074% hits | P02791 | Potency, µM (highest dose often 77.5 µM), without a hit: at the highest dose activity change, negative = displacement, hits mostly inhibitors | apoferritin/1-aminoanthracene competitive binding, fluorescence; note: % is set by controls: 0 for no effect and ±100 for the full control effect; nearly all actives have a fitted effect of over 20% in size
# Target sequence (P02791 2-175 limits assumed): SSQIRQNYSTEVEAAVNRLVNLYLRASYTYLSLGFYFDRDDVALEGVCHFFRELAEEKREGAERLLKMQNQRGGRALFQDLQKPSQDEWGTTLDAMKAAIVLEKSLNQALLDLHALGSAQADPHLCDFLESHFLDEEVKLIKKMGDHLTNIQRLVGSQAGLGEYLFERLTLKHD
#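 In PBS, apoferritin at 10 uM is loaded with 1-AMA from a 50% saturated solution. After 10 min of compound exposure at ambient temperature, reduced 535 nm fluorescence indicates probe displacement.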
# POLI inh: blocks human DNA polymerase iota activity; Q9UNA4; Pol iota fluorescent replication assay, 10 min; Potency, µM (titrated, usually from 115 µM), for inactives: top-dose activity, negative = inhibition, usual class: inhibitors; 390,000 compounds, 1% hits; AID 588590
#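 Fluorescent replication assay read twice, at 0 min and 10 min after adding 50 nM (final) substrate. Enzyme (10 nM) and compounds were first incubated 15 min at room temperature; enzyme-free buffer wells were negative controls.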
# BAZ2B inh: inhibitors of human BAZ2B bromodomain; Potency, µM (titrated, usually from 114 µM), inactives show top-dose activity change, negative = inhibition, hits mostly inhibitors; Q9UIF8; AlphaScreen BAZ2B-H3K14Ac peptide displacement; 360,000 compounds, 4.4% hits; note: % is set by controls: 0 for no effect and ±100 for the full control effect; nearly all actives have a fitted effect of over 60% in size
#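 AlphaScreen displacement: compounds (up to 110uM) incubated 30 min at room temperature with a preformed 50 nM BAZ2B/50 nM biotinylated H3K14Ac peptide complex in PBS pH 7.4 with Tween-20. Donor and acceptor beads at 10 ug/mL final added, 20 min light-protected before reading.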
# * = called active by the depositor; ? = inconclusive; · = not tested or not shown; & = joins results of further samples; [ ] = remark or other dose. Calls come from the whole dose curve; as a rule, active = well fitted curve in the direction sought with a large enough effect; inconclusive = small, poorly fitted or top-dose-only effect, or another doubt; inactive = no such curve, though single readings can be large; an effect the other way counts as inactive or inconclusive. Potency is the fitted concentration of half-maximal effect.
SMILES,POLK inh,POLH inh,APEX1 inh,G9a block,Pol beta inh,BLM inh,Apoferritin bind,POLI inh,BAZ2B inh
Cc1c(NP(=O)(Oc2ccccc2F)Oc2ccccc2F)c(=O)n(-c2ccccc2)n1C,-1%,-22%,1%,25%[59 µM],4%,0%,-8%,39%[activator],5%
Cc1ccc(OCCNC(=O)c2ccc3ccccc3n2)cc1,-14%,-18%,6%,124%[activator],-5%,-13%,-13%,?,78%[activator]
C/C(=N/NC(=O)c1ccc(Br)o1)c1cccs1,4%,-17%,-18%,?,21%,3%,-14%,7%,-13%
Cc1ccc(-c2nc(=S)c3c(n2Cc2ccco2)CC(C)(C)OC3)cc1,?,3%,16%,-26%[0.0925 µM],8%,-8%,-8%,-19%,-33%
Cc1ccc(C)c(NC(=S)NNC(=O)c2ccco2)c1,4%,-9%,19%,2%,-1%,-3%,-11%,25%,11%
CCN(CC)C(=O)c1c(-c2ccccc2)oc2ccc(O)cc12,1%,-6%,-3%,·,6%,-2%,?,-2%,-15%
O=C(c1cccc(Br)c1)N1CCN(Cc2cc(=O)n3nc(-c4ccccc4)sc3n2)CC1,-3%[60.1 µM],-21%,·,-16%[59 µM],-3%,-1%,-7%,-16%,3%
Cc1ccc(S(=O)(=O)N2CCCCC2)cc1C(=O)N1CCN(CCO)CC1,-17%,?,1%,11µM*,·,·,·,?,-9%
CC(C)c1ccc(NC2CCCN(C(=O)c3ccncc3)C2)cc1 (stereo unspecified),1%,-19%,40%,14%,7%,-5%,-22%,16%,-29%
C/C(=N\NC(=O)c1cccnc1)c1ccc(OC2OCCOC2Oc2ccc(/C(C)=N/NC(=O)c3cccnc3)cc2)cc1 (stereo unspecified),-8%,6%,1%,27%,7%,-3%,-7%,165%[activator],-18%
Cc1cccc(OCCNC(=O)c2ccc(Cl)c(S(=O)(=O)NCc3cccnc3)c2)c1,10%,-12%,-12%,?,·,·,·,7%,0%
CCN(CC)CCNC(=O)c1ccc(NC(=O)c2ccccc2-c2ccc(C(F)(F)F)cc2)cc1,2%,-14%,-2%,?,1%,-1%,?,3%,-13%
CCOC(=O)C1=C(C)OC(N)=C(C#N)C1c1cc2cc(C)ccc2nc1N1CCCCC1 (stereo unspecified),-11%,-18%,15%,10µM*,10%,-10%,-10%,33%[activator],-12%
CCOC(=O)CCCCCC(=O)Nc1ccc2c(c1)CC(=O)N([C@H](C)CO)C[C@@H](C)[C@H](CN(C)Cc1ccc3c(c1)OCO3)O2,6%,-24%,5%,·,·,·,·,12%,·
O=C(CSc1nnnn1-c1ccc(O)cc1)N1N=C(c2ccc3ccccc3c2)CC1c1ccccc1 (stereo unspecified),·,·,-6%,3%,0%,-5%,-4%,·,-21%
COc1cccc(NC(=S)NN2C(C)CCCC2C)c1 (stereo unspecified),-15%,-11%,-3%,36%[59 µM],-13%,4%,6%,25%,-33%
O=C(COc1ccc(-c2ccccc2)cc1)N/N=C/c1cc(O)ccc1Br,-24%,-7%,-2%,3%[59 µM],-1%,-12%,?,7%,?
Cc1noc(C)c1C(=O)Nc1nnc(CC(C)C)s1,1%,-13%,9%,12%,-24%,-2%,11%,61%[activator],-3%
Cc1ccc(-n2c(=O)c3ccc(C(=O)NCc4ccco4)cc3n(CC(=O)Nc3ccccc3C(F)(F)F)c2=O)cc1,-6%,-6%,·,4%[59 µM],35%,-4%,-12%,-7%,1%
CCCCn1c(N)c(N(CCOC)C(=O)C2CCN(c3ncnc4sc(C)c(C)c34)CC2)c(=O)[nH]c1=O,-2%,-17%,9%,?,·,·,·,50%[activator],1%
COC(=O)c1cc(OC)c(OC)cc1NC(=O)c1ccc2c(c1)CCN2S(=O)(=O)c1ccccc1,14%,-10%,·,7%[59 µM],12%,1%,0%,16%,-10%
ONC(=Nc1ccccc1)C(=Nc1ccccc1)NO,-8%,-3%,18%,?,25%,-2%,?,12%,12%
N#Cc1ccccc1NC(=O)c1cc(=O)c2ccccc2o1,?,?,13%,0%,2%,-4%,-14%,?,-14%
CCOC(=O)c1ccc(NNC(=O)CC)c([N+](=O)[O-])c1,-8%,-3%,1%,19%,88%,-2%,-13%,-7%,-4%
CCn1cc(C(=O)NCCCOC)c(=O)c2cc(S(=O)(=O)N3CCCC3)ccc21,2%&12%,-10%&6%,28%,20%,3%&48%,1%&-2%,-10%&-3%,-7%&2%,-6%
CC(=O)Nc1cccc(NC(=O)CSc2nnc(Cc3cccn3C)n2-c2ccc(C)cc2)c1,-18%,-8%,19%,50µM*,4%,-5%,-16%,?,?
COC(=O)c1sccc1NC(=S)N1CCN(c2cccc(C)c2C)CC1,-22%,-7%,4%,-2%,3%,-8%,4%,17%,-2%
CC(C)OC(=O)CC(=O)CSc1nc2c(c(-c3cccs3)c1C#N)CCC2,-15%,-17%,2%,89%[activator][59 µM],4%,-6%,?,?,14%
O=C(OCCC1Oc2cccnc2NC1=O)c1ccc(F)cc1 (stereo unspecified),-10%,-4%,5%,-5%,-14%,0%,-9%,32%,-20%
c1ccc(CCc2ccccc2-c2nc(-c3cccnc3)no2)cc1,5%,-21%,1%,75%[activator][59 µM],14%,-6%,-9%,-4%,257%[activator]

# Another view of 3 compounds above:
Molecule | POLK inh | POLH inh | APEX1 inh | G9a block | Pol beta inh | BLM inh | Apoferritin bind | POLI inh | BAZ2B inh
COc1cccc(NC(=S)NN2C(C)CCCC2C)c1 (stereo unspecified) | -15% | -11% | -3% | 36%[59 µM] | -13% | 4% | 6% | 25% | -33%
O=C(COc1ccc(-c2ccccc2)cc1)N/N=C/c1cc(O)ccc1Br | -24% | -7% | -2% | 3%[59 µM] | -1% | -12% | ? | 7% | ?
Cc1noc(C)c1C(=O)Nc1nnc(CC(C)C)s1 | 1% | -13% | 9% | 12% | -24% | -2% | 11% | 61%[activator] | -3%

# (list continues)
SMILES,POLK inh,POLH inh,APEX1 inh,G9a block,Pol beta inh,BLM inh,Apoferritin bind,POLI inh,BAZ2B inh
CC(C)[C@H](NC(=O)c1cccc(S(=O)(=O)N2CCOCC2)c1)C(=O)Nc1nc2ccccc2s1,-14%,-20%,-3%,20%[59 µM],-9%,-10%,-1%,?,1%
CCCn1c(=O)cc(N)n(-c2ccc(OC(F)(F)F)cc2)c1=O,-20%,5%,57%[activator],2%,9%,-2%,-2%,12%,-13%
Cc1ccccc1C(=O)NCC(=O)NNC(=S)NC(=O)c1ccccc1C,-9%,-13%,3%,10µM*,3%,-5%,-9%,0%,-2%
C[N+](C)(C)CCCNC(=O)c1ccc(/C=N/O)nc1,1%[60.1 µM],-11%,7%,?,-1%,-7%,-7%,-11%,20µM*
CCOc1ccc(OCC)c(NC(=O)C2CCN(S(=O)(=O)c3cnc[nH]3)CC2)c1,-4%,-3%,-3%,-3%[59 µM],-14%,0%,-1%,3%,10%
Cc1[nH]c2ccccc2c1/C=N/NC(=O)CNC(=O)c1ccc2c(c1)OCO2,-8%,?,-4%,5%,0%,-4%,?,67%[activator],-3%
CS(=O)(=O)Nc1ccccc1C(=O)Nc1cc2c(cc1C(=O)O)OCCCO2,2%,-4%,29%,8.9µM*,-1%,-2%,3%,-24%,4%
O=[N+]([O-])c1nn(-c2ccccc2)n(O)c1=NC1CCN(Cc2ccccc2)CC1,-17%,7%,?,-31%,22%,-1%,-11%,34%[activator],-23%
O=C(NCCc1ccccc1)C1CCN(Cc2cc3ccccc3n2Cc2ccccc2)CC1,-11%[60.1 µM],-16%,·,5%[59 µM],6%,-7%,53%[activator],16%,-19%
Cc1cccc2sc(NC(=O)c3ccc(NS(=O)(=O)c4cccs4)cc3)nc12,-17%,?,5%,?,-2%,-3%,-2%,-6%,-36%
CC(C)(C)OC(=O)N1CCC(c2c(C(=O)NCCN3CCOCC3)cnn2-c2cccc(Cl)c2)CC1,-1%,4%,·,-20%[59 µM],22%,3%,-9%,?,10%[57.1 µM]
CCC(=O)N1CCc2cc(Br)cc(S(=O)(=O)N3CCCC(C(=O)NC(C)(C)C)C3)c21 (stereo unspecified),-4%,-14%,35%,-4%[59 µM],13%,-4%,-7%,-2%,5%
CCCCN(c1nc2ccccc2nc1Cl)S(=O)(=O)c1ccc(C)cc1,-6%,-10%,-10%,16%[2.33 µM],2%,-12%,-9%,17%,4%
CCOC(=O)C1=C(c2ccc(OC)cc2)C(=O)c2ccccc2C1=O,-14%,89µM*,2%,32µM*,-5%,-4%,-8%,?,20µM*
Cc1ccc2cccc(NC(=O)c3ccc(-c4cccc(Cl)c4)o3)c2n1,-3%,3%,·,4%[59 µM],23%,2%,-4%,-24%,-9%
Cc1ccc(S(=O)(=O)NCCSc2nnnn2-c2cc(C)ccc2C)cc1,-12%,-17%,-8%,-49%[12.7 µM],1%,-10%,60%[activator],-6%,5%
Cc1c(C(=O)N2CCC(C)CC2)sc2ncn(CC(=O)N3CCC(C)CC3)c(=O)c12,8%,-6%,44%,?,15%,1%,-15%,16%,-3%
O=C(Cn1cnc2scc(-c3ccc(F)cc3)c2c1=O)N1CCOCC1,-12%,-11%,2%,-4%,2%,0%,-6%,25%,12%
Cc1c(Cl)cccc1NC(=S)Nc1ccc(S(=O)(=O)Nc2ncccn2)cc1,-7%,-1%,-2%,·,·,·,·,26%,·
O=C(c1ccc2c3c(cccc13)CC2)C1CCCN(Cc2ccc(OCCO)cc2)C1 (stereo unspecified),-13%,-29%,9%,·,18%,31%[activator],-9%,20%,?
COc1ccc(CCN(C)C2CCCN(C(=O)c3sccc3C)C2)cc1OC (stereo unspecified),-7%,-13%,5%,-6%,33%,-1%,-21%,107%[activator],-3%
CN1CCN(CC(=O)Nc2nc(-c3ccccc3)cs2)CC1,0%,-20%,-2%,-2%[0.501 µM],1%,3%,-8%,61%[activator],-8%
CCCCNS(=O)(=O)c1ccc(OC)c2ncccc12,0%,-3%,3%,17%[59 µM],22%,-1%,3%,17%,1%
N#Cc1cccc(NC(=O)COC(=O)c2cc(S(=O)(=O)Nc3ccccc3Cl)ccc2O)c1,-5%,-18%,13%,·,·,·,·,70%[activator],·

# Some of the compounds tested, so the mix of outcomes need not match the whole.
